Source: PubChem BioAssay (Broad Institute)
TcdB inh = inhibitors of Clostridioides difficile toxin B glycohydrolase; P18177; TcdB glycohydrolase enzymatic assay, plate reader; inhibition, % at 9.99 µM; 0.24% of 350,000 active; in the data active means inhibition above about 10%
Target sequence (P18177 whole entry, looked up): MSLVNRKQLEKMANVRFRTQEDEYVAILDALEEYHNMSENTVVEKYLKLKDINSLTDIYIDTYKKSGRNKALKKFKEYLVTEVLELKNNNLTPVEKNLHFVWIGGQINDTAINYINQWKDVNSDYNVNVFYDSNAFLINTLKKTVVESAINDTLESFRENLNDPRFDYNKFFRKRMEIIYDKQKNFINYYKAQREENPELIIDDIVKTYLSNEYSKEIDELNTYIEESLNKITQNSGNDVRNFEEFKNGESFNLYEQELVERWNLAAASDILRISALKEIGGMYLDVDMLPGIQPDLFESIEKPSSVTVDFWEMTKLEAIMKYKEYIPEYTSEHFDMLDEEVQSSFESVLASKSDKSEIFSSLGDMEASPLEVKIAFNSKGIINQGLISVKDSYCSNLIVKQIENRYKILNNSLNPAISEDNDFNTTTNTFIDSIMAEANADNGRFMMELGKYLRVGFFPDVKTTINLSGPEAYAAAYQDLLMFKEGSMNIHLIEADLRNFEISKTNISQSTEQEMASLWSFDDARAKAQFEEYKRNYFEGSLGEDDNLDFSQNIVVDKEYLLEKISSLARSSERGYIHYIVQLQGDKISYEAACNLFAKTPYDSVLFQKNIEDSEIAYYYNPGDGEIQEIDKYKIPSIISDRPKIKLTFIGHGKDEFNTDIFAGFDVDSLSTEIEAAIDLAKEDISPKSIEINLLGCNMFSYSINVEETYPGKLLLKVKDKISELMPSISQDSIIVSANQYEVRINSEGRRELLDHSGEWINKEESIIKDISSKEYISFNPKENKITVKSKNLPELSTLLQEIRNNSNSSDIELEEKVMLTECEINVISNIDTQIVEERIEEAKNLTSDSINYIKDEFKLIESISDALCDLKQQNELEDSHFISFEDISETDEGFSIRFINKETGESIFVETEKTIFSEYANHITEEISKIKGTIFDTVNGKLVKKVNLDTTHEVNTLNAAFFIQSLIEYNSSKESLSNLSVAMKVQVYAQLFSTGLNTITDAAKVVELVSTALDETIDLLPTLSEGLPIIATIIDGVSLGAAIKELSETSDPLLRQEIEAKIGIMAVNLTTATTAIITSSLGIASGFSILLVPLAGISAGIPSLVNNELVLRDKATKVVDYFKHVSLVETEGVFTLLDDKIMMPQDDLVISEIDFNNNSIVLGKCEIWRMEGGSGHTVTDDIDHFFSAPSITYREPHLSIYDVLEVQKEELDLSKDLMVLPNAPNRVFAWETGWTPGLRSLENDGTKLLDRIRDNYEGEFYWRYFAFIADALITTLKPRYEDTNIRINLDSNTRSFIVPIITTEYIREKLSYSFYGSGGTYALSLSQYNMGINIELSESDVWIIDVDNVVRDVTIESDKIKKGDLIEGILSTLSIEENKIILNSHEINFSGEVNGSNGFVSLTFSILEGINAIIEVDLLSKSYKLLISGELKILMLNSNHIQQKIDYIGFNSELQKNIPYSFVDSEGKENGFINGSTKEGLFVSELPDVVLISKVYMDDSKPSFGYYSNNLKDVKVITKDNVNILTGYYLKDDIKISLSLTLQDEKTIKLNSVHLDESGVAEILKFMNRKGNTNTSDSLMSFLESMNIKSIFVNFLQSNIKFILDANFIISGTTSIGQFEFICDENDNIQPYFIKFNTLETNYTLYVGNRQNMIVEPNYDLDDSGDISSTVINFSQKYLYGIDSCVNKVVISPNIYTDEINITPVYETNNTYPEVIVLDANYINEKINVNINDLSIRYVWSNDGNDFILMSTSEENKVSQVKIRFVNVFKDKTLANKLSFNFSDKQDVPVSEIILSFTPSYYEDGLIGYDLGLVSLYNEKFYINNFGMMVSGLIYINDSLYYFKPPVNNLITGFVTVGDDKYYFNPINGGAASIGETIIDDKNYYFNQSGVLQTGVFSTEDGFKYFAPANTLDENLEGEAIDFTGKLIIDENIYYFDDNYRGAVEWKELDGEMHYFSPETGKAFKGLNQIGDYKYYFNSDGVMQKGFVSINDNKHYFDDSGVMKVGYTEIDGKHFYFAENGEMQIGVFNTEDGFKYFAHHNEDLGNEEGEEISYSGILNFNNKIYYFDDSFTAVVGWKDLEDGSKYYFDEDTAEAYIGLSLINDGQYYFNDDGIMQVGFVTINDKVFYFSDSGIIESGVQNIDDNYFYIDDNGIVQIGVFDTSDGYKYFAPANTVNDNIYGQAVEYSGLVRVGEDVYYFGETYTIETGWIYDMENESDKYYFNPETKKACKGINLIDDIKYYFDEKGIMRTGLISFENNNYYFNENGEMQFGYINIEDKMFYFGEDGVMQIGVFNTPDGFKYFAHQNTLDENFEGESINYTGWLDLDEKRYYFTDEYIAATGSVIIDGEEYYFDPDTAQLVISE
Starred values were filed as active, the others as inactive; & = joins results of further samples. These rows are one share of the data; count on the stated rates, not on these rows.

Cc1noc(C)c1S(=O)(=O)Nc1ccc2c(c1)C(=O)N([C@@H](C)CO)C[C@@H](C)[C@H](CN(C)Cc1ccc(Oc3ccccc3)cc1)O2
  TcdB inh = -2.7

C[C@@H]1CCCCO[C@@H](CN(C)Cc2ccc(Cl)c(Cl)c2)[C@@H](C)CN([C@H](C)CO)C(=O)c2cc(NC(=O)Nc3cccc4ccccc34)ccc2O1
  TcdB inh = -3.9

C[C@@H](NC(=O)C[C@@H]1CC[C@H](NS(=O)(=O)c2cccc(F)c2)[C@H](CO)O1)c1ccccc1
  TcdB inh = -1.4

C[C@H](CO)N1C[C@H](C)[C@H](CN(C)C(=O)C2CC2)Oc2ncc(-c3cccnc3)cc2C1=O
  TcdB inh = 0.6

CO[C@@H]1CN(C)C(=O)c2cc(NC(=O)c3cc(C)on3)ccc2OC[C@@H](C)N(C(C)=O)C[C@H]1C
  TcdB inh = 0.2

COCC(=O)N1CC(=O)N2[C@H](CO)[C@@H](c3ccc(Br)cc3)[C@@H]2C1
  TcdB inh = 1.9

CCNC(=O)C[C@@H]1CC[C@@H](NS(=O)(=O)c2ccc(C)cc2)[C@@H](CO)O1
  TcdB inh = -1.5

CC(=O)N(C)C[C@H]1Oc2cc(C#C[C@@H](C)O)ccc2S(=O)(=O)N([C@H](C)CO)C[C@@H]1C
  TcdB inh = 0.6

Cc1noc(C)c1NC(=O)Nc1ccc2c(c1)C(=O)N([C@@H](C)CO)C[C@H](C)[C@H](CN(C)S(=O)(=O)c1ccccc1)OCCCC[C@@H](C)O2
  TcdB inh = -0.6

CCCN(C)C[C@H]1OCCCC[C@@H](C)Oc2ccc(NC(=O)Nc3ccc(F)cc3)cc2C(=O)N([C@H](C)CO)C[C@@H]1C
  TcdB inh = 0.1

Cc1ccc(S(=O)(=O)N(C)C[C@H]2OCCCC[C@@H](C)Oc3ccc(NC(=O)Cc4ccccc4)cc3C(=O)N([C@@H](C)CO)C[C@@H]2C)cc1
  TcdB inh = 1.1

COc1ccccc1S(=O)(=O)N[C@@H]1C=C[C@H](CC(=O)NCc2cccc(F)c2)O[C@@H]1CO
  TcdB inh = -0.6

O=C(NCc1ccccc1)[C@H]1N[C@H]2c3ccc(-c4ccccc4)c(=O)n3C[C@H]2[C@@H]1CO
  TcdB inh = 0.7

O=C(C[C@H]1C[C@H]2c3cc(NS(=O)(=O)c4ccc(F)cc4)ccc3O[C@H]2[C@H](CO)O1)NCCN1CCCCC1
  TcdB inh = -0.3

C[C@@H]1CCCCO[C@@H](CN(C)S(=O)(=O)c2cccs2)[C@@H](C)CN([C@@H](C)CO)C(=O)c2cc(NC(=O)c3ccncc3)ccc2O1
  TcdB inh = -0.5

CC(=O)N[C@@H]1CC[C@H](CCNC(=O)C2CCCC2)O[C@H]1CO
  TcdB inh = -0.5

C[C@@H]1CN([C@@H](C)CO)C(=O)Cc2cc(N(C)C)ccc2O[C@@H]1CN(C)Cc1ccc(C(=O)Nc2ccccc2N)cc1
  TcdB inh = -4.7

C[C@@H]1CN([C@@H](C)CO)C(=O)c2cc(C#CC3CC3)cnc2O[C@H]1CN(C)Cc1ccccc1C(=O)O
  TcdB inh = -7.6

Cc1noc(C)c1NC(=O)N(C)C[C@H]1Oc2c(NC(=O)Nc3cccc4ccccc34)cccc2C(=O)N([C@H](C)CO)C[C@@H]1C
  TcdB inh = -0.6

O=C(N[C@H]1CC[C@H](CCNS(=O)(=O)c2ccccc2Cl)O[C@@H]1CO)c1ccccc1
  TcdB inh = 0.8

OC(CSc1nc(-c2ccccc2)c(-c2ccccc2)o1)CC(O)c1ccccc1 (centres undefined)
  TcdB inh = 0.7

COc1ccc(S(=O)(=O)N[C@H]2C=C[C@H](CC(=O)NCCc3ccccc3)O[C@H]2CO)cc1
  TcdB inh = -0.2

CN(C)C(=O)C[C@H]1CC[C@H]2[C@H](COc3ccc(NS(=O)(=O)c4cccc(F)c4)cc3C(=O)N2C)O1
  TcdB inh = 0.1

CN(C)CCCNC(=O)C[C@@H]1CC[C@H]2[C@@H](COC[C@H](O)CN2S(=O)(=O)c2ccc(F)cc2)O1
  TcdB inh = -0.3

CC(C)NC(=O)N(C)C[C@@H]1Oc2ccc(NC(=O)Cc3cn(C)c4ccccc34)cc2C(=O)N([C@@H](C)CO)C[C@@H]1C
  TcdB inh = -4.1

C[C@H]1CN([C@@H](C)CO)C(=O)c2cccc(NS(=O)(=O)c3ccc(Cl)cc3)c2O[C@H]1CN(C)CC1CC1
  TcdB inh = -4.7

CO[C@@H]1CN(C)C(=O)c2cc(NC(=O)C3CCC3)ccc2OC[C@@H](C)N(Cc2ccncc2)C[C@@H]1C
  TcdB inh = 1.2

C[C@@H]1CN([C@@H](C)CO)C(=O)c2cc(NC(=O)Cn3cnnn3)ccc2O[C@H]1CN(C)Cc1ccc(C(=O)Nc2ccccc2N)cc1
  TcdB inh = 1.0

Cc1ccc(CN(C)C[C@H]2OCc3cn(nn3)CCCC(=O)N([C@@H](C)CO)C[C@H]2C)cc1
  TcdB inh = -0.3

O=C(C[C@@H]1CC[C@H](NC(=O)CC2CC2)[C@@H](CO)O1)NCC(F)(F)F
  TcdB inh = 1.2

For reference, 4 of the compounds above.
CO[C@@H]1CN(C)C(=O)c2cc(NC(=O)C3CCC3)ccc2OC[C@@H](C)N(Cc2ccncc2)C[C@@H]1C
  TcdB inh = 1.2

C[C@@H]1CN([C@@H](C)CO)C(=O)c2cc(NC(=O)Cn3cnnn3)ccc2O[C@H]1CN(C)Cc1ccc(C(=O)Nc2ccccc2N)cc1
  TcdB inh = 1.0

Cc1ccc(CN(C)C[C@H]2OCc3cn(nn3)CCCC(=O)N([C@@H](C)CO)C[C@H]2C)cc1
  TcdB inh = -0.3

O=C(C[C@@H]1CC[C@H](NC(=O)CC2CC2)[C@@H](CO)O1)NCC(F)(F)F
  TcdB inh = 1.2

Next results
COc1ccc2c3c(n(C)c2c1)[C@H](CO)N(CC1CC1)CC31CN(C(=O)CC2CC2)C1
  TcdB inh = 1.4

O=C(Cc1ccncc1)NCC[C@@H]1CC[C@@H](NC(=O)Nc2ccc(F)cc2)[C@@H](CO)O1
  TcdB inh = -2.0

O=C(Nc1ccccc1F)N1CCCCN2[C@H](CO)[C@H](c3ccc(C4=CCCC4)cc3)[C@@H]2C1
  TcdB inh = 0.5

O=C(Nc1ccc(F)cc1)N[C@H]1CC[C@@H](CCn2cc(C3(O)CCCC3)nn2)O[C@H]1CO
  TcdB inh = -0.8

O=C(c1ccccn1)N1C[C@@H]2[C@H](c3ccccc31)[C@@H](CO)N2C(=O)C1CC1
  TcdB inh = -0.2

O=C(N[C@@H]1CC[C@@H](CCn2cc(C3CC3)nn2)O[C@H]1CO)c1cccnc1
  TcdB inh = -0.6

CCCNC(=O)N1[C@H](CO)[C@@H](c2ccc(-c3cccnc3)cc2)[C@@H]1C#N
  TcdB inh = 0.0

O=C(C[C@H]1CC[C@@H]2[C@H](COC[C@@H](O)CN2Cc2cc(F)cc(F)c2)O1)NC1CCCC1
  TcdB inh = 0.1

Cc1noc(C)c1S(=O)(=O)Nc1ccc2c(c1)CC(=O)N([C@H](C)CO)C[C@H](C)[C@H](CN(C)S(=O)(=O)c1cccs1)O2
  TcdB inh = -4.4

O=C(Cc1ccccc1)N[C@@H]1C=C[C@@H](CC(=O)N2CCOCC2)O[C@@H]1CO
  TcdB inh = -0.6

COCC(=O)N1[C@@H](C#N)[C@@H](c2ccccc2-c2ccc(C)cc2)[C@@H]1CO
  TcdB inh = 2.0

C[C@@H]1CN([C@@H](C)CO)C(=O)Cc2cc(NC(=O)NC3CCCCC3)ccc2O[C@H]1CN(C)Cc1ccc(-c2ccccc2)cc1
  TcdB inh = 0.7

O=C(C[C@@H]1CC[C@H]2[C@@H](COC[C@@H](O)CN2C(=O)c2ccccn2)O1)N1CCN(c2ccccc2)CC1
  TcdB inh = 1.4

C[C@H](CO)N1C[C@H](C)[C@@H](CN(C)CC2CC2)Oc2c(NC(=O)Nc3cccc4ccccc34)cccc2C1=O
  TcdB inh = 0.0

CO[C@@H]1CN(C)C(=O)c2cc(NS(=O)(=O)CC(F)(F)F)ccc2OC[C@@H](C)N(CCC(F)(F)F)C[C@H]1C
  TcdB inh = -0.6

C[C@H]1CN([C@@H](C)CO)C(=O)c2cc(NC(=O)Nc3ccc(F)cc3)ccc2O[C@H]1CN(C)C
  TcdB inh = -0.2

CO[C@H]1CN(C)C(=O)c2cc(NS(=O)(=O)c3ccccc3)ccc2OC[C@@H](C)N(Cc2cccnc2)C[C@@H]1C
  TcdB inh = -0.2

N#C[C@H]1[C@@H](c2ccccc2-c2ccccc2)[C@H](CO)N1C(=O)NC1CCCCC1
  TcdB inh = -1.9

Cc1noc(C)c1NC(=O)N(C)C[C@@H]1Oc2c(NS(=O)(=O)c3ccc(F)cc3)cccc2C(=O)N([C@H](C)CO)C[C@H]1C
  TcdB inh = 0.2

COc1ccc(S(=O)(=O)Nc2ccc3c(c2)C(=O)N([C@H](C)CO)C[C@H](C)[C@@H](CN(C)C(=O)NC(C)C)OCCCC[C@@H](C)O3)cc1
  TcdB inh = -0.2

C[C@@H]1CCCCO[C@@H](CN(C)S(C)(=O)=O)[C@H](C)CN([C@H](C)CO)C(=O)c2cc(NC(=O)NC3CCCCC3)ccc2O1
  TcdB inh = -0.3

C[C@H](CO)N1C[C@H](C)[C@H](CN(C)Cc2ccncc2)Oc2ncc(-c3cccc(C(F)(F)F)c3)cc2C1=O
  TcdB inh = -0.1

C[C@H](CO)N1C[C@H](C)[C@@H](CN(C)Cc2ccc(Oc3ccccc3)cc2)Oc2ccc(NC(=O)c3ccncc3)cc2CC1=O
  TcdB inh = -1.4

C[C@@H]1CCCCO[C@@H](CN(C)Cc2ccc(Cl)c(Cl)c2)[C@H](C)CN([C@H](C)CO)C(=O)c2cc(NC(=O)Nc3ccc(F)cc3)ccc2O1
  TcdB inh = 0.9

C[C@H](CO)N1C[C@H](C)[C@@H](CN(C)C)Oc2ccc(NC(=O)CCCCCC(=O)Nc3ccccc3N)cc2CC1=O
  TcdB inh = -1.0

COc1ccc(NC(=O)N2CCCCN3[C@H](C2)[C@@H](c2ccc(-c4ccccc4C)cc2)[C@@H]3CO)cc1
  TcdB inh = 0.4

COCC(=O)N(C)C[C@H]1Oc2cc(C#CC3CC3)ccc2S(=O)(=O)N([C@@H](C)CO)C[C@H]1C
  TcdB inh = -1.9

COc1ccc(CN(C)C[C@H]2Oc3c(NC(=O)Nc4ccc(OC)cc4)cccc3C(=O)N([C@@H](C)CO)C[C@H]2C)cc1
  TcdB inh = 1.3

CO[C@@H]1CN(C)C(=O)c2cc(NC(=O)C3CC3)ccc2OC[C@H](C)N(Cc2ccccc2)C[C@@H]1C
  TcdB inh = -1.1

Cc1ccc(S(=O)(=O)Nc2ccc3c(c2)CC(=O)N([C@H](C)CO)C[C@@H](C)[C@H](CN(C)S(C)(=O)=O)O3)cc1
  TcdB inh = -0.1

COCC(=O)Nc1ccc2c(c1)C(=O)N(C)C[C@H](OC)[C@@H](C)CN(C(=O)c1cnccn1)[C@@H](C)CO2
  TcdB inh = 0.5

CN1CCN(C(=O)C[C@@H]2C[C@@H]3c4cc(NC(=O)NC5CCCCC5)ccc4O[C@@H]3[C@H](CO)O2)CC1
  TcdB inh = 0.9

C[C@@H]1CN([C@H](C)CO)C(=O)c2cc(C3=CCCCC3)cnc2O[C@@H]1CN(C)Cc1ccccc1F
  TcdB inh = 1.4

Cc1cc(C(=O)Nc2cccc3c2O[C@@H](CN(C)C(=O)Nc2ccccc2)[C@H](C)CN([C@@H](C)CO)C3=O)n(C)n1
  TcdB inh = 0.2

CCNC(=O)C[C@H]1CC[C@@H]2[C@@H](COc3ccc(NC(=O)Nc4cccc(Cl)c4)cc3C(=O)N2C)O1
  TcdB inh = 1.7

CCC(=O)Nc1ccc2c(c1)C(=O)N(C)C[C@@H](OC)[C@@H](C)CN(C(=O)Cc1ccccn1)[C@@H](C)CO2
  TcdB inh = -0.5

CC(C)NC(=O)N(C)C[C@@H]1Oc2ccc(NC(=O)CCCCCC(=O)Nc3ccccc3N)cc2CC(=O)N([C@H](C)CO)C[C@H]1C
  TcdB inh = 0.1

C[C@@H]1CN([C@H](C)CO)C(=O)c2cc(-c3ccc(C#N)cc3)cnc2O[C@H]1CN(C)C(=O)Nc1ccc(C(F)(F)F)cc1
  TcdB inh = -5.0

C/C=C/c1ccc([C@H]2[C@@H](CO)N3C(=O)CN(Cc4ccccc4)C[C@@H]23)cc1
  TcdB inh = 0.1

C[C@H](CO)N1C[C@H](C)[C@H](CN(C)C)Oc2ncc(-c3ccccc3)cc2C1=O
  TcdB inh = 0.1&-0.1

CC(C)NC(=O)N(C)C[C@H]1Oc2ncc(-c3ccccc3F)cc2C(=O)N([C@@H](C)CO)C[C@H]1C
  TcdB inh = 0.6

O=C(Nc1ccc(F)cc1)Nc1ccc2c(c1)[C@H]1C[C@H](CC(=O)N3CCOCC3)O[C@@H](CO)[C@H]1O2
  TcdB inh = -0.1

COc1ccc(NC(=O)Nc2ccc3c(c2)C(=O)N([C@H](C)CO)C[C@H](C)[C@H](CN(C)S(=O)(=O)c2ccc(OC)cc2)O3)cc1
  TcdB inh = -1.0

C[C@@H]1CCCCO[C@H](CN(C)C(=O)Nc2ccccc2)[C@@H](C)CN([C@H](C)CO)C(=O)c2cc(NC(=O)NC3CCCCC3)ccc2O1
  TcdB inh = 0.5

COc1ccc(CN(C)C[C@@H]2Oc3ccc(NC(=O)Nc4ccc(F)cc4)cc3C(=O)N([C@@H](C)CO)C[C@H]2C)cc1
  TcdB inh = 0.6

COc1ccc(NC(=O)N(C)C[C@H]2OCCCC[C@@H](C)Oc3ccc(NS(=O)(=O)c4ccccc4)cc3C(=O)N([C@@H](C)CO)C[C@@H]2C)cc1
  TcdB inh = -1.0

Cc1ccc(-c2ccc3c(c2)O[C@H](CN(C)Cc2ccc(C(=O)O)cc2)[C@H](C)CN([C@@H](C)CO)S3(=O)=O)cc1
  TcdB inh = -2.9

CN1[C@@H]2Cn3c(ccc(C4=CCCCC4)c3=O)[C@H]1[C@@H](C(=O)NCCc1ccccc1)[C@@H]2CO
  TcdB inh = 0.0

C[C@@H]1CN([C@@H](C)CO)S(=O)(=O)c2ccc(C#Cc3ccncc3)cc2O[C@@H]1CN(C)C(=O)C1CCOCC1
  TcdB inh = -1.1

Cc1noc(C)c1NC(=O)Nc1ccc2c(c1)C(=O)N([C@H](C)CO)C[C@H](C)[C@H](CN(C)C)OCCCC[C@@H](C)O2
  TcdB inh = -0.6

CCNC(=O)[C@H]1[C@H](CO)[C@H]2Cn3c(ccc(C4=CCCC4)c3=O)[C@H]2N1C(=O)C1CC1
  TcdB inh = -0.2
